Screens deposited in PubChem by University of Kansas High Throughput Screening Laboratory.
Pf apPOL inh: Pf-apPOL DNA polymerase inhibition; 210,000 tested, 0.25% active; Recombinant Pf-apPOL, molecular beacon fluorescence, 1.5 h; inhibition, % at 10 µM
mHTT-CaM PPI inh: mHTT-calmodulin interaction abrogation; P42858; AlphaScreen His-mHTT/GST-CaM binding, luminescence; inhibition, % at 15 µM; 190,000 tested, 3.6% active; AID 1671202;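 note: 0% = both proteins with DMSO and 100% = one protein alone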
Target sequence (P42858 whole entry, looked up, stated change not applied): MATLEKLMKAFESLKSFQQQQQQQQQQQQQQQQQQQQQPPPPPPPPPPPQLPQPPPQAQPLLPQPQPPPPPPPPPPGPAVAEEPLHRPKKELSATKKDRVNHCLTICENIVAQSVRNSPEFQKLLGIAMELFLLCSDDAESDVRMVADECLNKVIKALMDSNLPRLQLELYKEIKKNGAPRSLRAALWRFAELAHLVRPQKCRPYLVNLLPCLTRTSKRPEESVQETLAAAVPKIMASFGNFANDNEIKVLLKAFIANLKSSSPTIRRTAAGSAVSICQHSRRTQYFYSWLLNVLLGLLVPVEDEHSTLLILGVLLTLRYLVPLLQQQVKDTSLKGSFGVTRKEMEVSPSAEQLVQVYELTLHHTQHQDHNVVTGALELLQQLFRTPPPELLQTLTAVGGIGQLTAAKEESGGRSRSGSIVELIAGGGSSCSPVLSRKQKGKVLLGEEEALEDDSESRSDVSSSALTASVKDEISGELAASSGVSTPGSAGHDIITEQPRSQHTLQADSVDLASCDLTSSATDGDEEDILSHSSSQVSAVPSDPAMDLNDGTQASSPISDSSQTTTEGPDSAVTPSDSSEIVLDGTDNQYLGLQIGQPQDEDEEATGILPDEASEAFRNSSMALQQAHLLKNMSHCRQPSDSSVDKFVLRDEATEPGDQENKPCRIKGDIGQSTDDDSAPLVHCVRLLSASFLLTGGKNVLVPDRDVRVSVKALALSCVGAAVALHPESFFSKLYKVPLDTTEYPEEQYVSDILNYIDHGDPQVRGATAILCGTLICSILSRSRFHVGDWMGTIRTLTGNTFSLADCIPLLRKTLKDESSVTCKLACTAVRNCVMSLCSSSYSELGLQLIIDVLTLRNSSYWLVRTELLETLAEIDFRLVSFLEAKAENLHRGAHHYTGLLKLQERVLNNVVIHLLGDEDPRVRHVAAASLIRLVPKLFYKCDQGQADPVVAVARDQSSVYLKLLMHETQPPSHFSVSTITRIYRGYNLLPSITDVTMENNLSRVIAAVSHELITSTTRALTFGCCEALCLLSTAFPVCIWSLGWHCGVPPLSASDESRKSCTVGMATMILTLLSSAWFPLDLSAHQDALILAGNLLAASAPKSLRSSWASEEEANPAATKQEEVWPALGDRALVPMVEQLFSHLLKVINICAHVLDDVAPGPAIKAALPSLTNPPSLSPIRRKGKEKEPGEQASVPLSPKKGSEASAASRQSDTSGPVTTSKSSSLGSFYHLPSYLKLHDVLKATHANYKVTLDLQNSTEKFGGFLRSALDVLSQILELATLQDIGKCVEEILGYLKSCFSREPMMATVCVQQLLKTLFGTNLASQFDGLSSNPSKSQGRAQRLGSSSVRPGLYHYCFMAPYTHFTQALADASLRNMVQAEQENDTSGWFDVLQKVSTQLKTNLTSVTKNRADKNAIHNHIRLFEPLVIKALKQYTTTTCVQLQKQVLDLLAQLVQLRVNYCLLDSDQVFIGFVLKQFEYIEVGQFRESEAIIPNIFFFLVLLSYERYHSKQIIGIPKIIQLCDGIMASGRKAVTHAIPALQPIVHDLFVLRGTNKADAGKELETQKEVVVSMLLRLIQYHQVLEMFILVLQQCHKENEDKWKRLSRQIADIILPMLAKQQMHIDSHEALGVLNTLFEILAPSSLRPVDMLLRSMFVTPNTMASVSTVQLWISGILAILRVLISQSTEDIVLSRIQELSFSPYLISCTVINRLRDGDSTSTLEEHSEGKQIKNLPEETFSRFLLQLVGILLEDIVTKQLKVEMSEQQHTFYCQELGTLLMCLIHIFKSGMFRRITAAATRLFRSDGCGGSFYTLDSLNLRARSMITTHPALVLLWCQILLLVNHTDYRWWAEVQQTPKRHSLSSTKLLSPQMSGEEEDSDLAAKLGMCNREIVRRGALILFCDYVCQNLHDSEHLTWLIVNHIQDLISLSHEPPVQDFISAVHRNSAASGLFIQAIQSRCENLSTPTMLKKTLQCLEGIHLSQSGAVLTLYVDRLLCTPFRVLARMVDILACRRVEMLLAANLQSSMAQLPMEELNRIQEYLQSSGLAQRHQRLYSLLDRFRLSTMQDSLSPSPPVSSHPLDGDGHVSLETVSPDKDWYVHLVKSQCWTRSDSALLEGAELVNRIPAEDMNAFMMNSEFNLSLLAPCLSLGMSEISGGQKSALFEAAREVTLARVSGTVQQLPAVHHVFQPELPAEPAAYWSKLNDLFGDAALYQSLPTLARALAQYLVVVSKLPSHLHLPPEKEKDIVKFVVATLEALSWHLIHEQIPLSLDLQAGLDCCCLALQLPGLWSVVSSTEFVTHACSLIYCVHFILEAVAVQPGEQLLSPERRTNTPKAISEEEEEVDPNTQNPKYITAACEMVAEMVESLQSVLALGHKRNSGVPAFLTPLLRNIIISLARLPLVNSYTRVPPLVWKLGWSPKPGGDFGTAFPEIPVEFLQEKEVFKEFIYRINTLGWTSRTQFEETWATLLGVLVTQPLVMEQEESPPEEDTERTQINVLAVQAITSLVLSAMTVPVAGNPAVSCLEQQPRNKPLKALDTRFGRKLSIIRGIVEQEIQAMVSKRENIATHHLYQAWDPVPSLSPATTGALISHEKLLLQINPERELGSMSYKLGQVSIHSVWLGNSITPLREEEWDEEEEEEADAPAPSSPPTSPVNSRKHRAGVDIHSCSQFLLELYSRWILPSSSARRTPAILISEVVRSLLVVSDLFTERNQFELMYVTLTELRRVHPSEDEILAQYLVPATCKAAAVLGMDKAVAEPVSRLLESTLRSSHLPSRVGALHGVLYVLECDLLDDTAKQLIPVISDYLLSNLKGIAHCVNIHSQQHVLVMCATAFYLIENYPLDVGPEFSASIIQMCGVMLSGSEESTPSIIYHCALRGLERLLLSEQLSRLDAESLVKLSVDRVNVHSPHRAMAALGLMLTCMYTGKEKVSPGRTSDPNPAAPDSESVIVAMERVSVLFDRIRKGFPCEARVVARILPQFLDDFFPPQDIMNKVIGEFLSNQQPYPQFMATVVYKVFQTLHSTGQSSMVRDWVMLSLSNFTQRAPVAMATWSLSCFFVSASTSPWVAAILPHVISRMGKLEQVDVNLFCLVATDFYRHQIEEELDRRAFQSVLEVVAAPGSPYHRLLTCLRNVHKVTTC
Numbers without * were called inactive; i = inactive; . = no result given; & = joins results of further samples; ! = repeats disagree. Cut-off read from the data, not from the text of the source: active = inhibition above about 50%; inactive = the rest.

Each structure is followed by: Pf apPOL inh | mHTT-CaM PPI inh
COc1ccc(CNC(=O)C2(C)CCCN(C(=O)c3ccc(Br)cc3)C2)cc1 (configuration not stated)
    -4 | 11
CCCN(CCC)S(=O)(=O)c1ccc(C(=O)NN)cc1
    -1 | .
O=C(CSc1ccccc1)N1CCOCC1
    -9 | -2
CCC(=O)N1CCc2cc(Br)cc(S(=O)(=O)CCC(=O)Nc3ccccc3C)c21
    -5 | 5
O=[N+]([O-])c1coc2c(Cl)c(Cl)c(O)cc12
    . | 48
Cc1cc(C)cc(C(=O)N2CCCC(COc3ccc(C(=O)NC4CC4)cc3)C2)c1 (configuration not stated)
    -2 | 25
O=C(CSc1ncnc2c1sc1ccccc12)N1CCCCCC1
    -17 | 1
COc1cccc(N2C(=O)CC(N3CCN(c4ccccc4)CC3)C2=O)c1 (configuration not stated)
    -8 | 3
O=C(CSc1nnc(-c2ccncc2)o1)N1c2ccccc2Sc2ccccc21
    -10 | .
CCCN(CCC)S(=O)(=O)c1cc(Br)cc2c1N(C(=O)CC)CC2
    -4 | 2
CC(C)(C)C(=O)N1CCN(Cc2noc(-c3ccc4ccccc4c3)n2)CC1
    7 | 17
CC(=O)c1cc(C(C)(C)C)sc1C(C)(C)C
    -13 | 2
COc1cccc(C2CC(c3ccc(C)cc3)Nc3nc(N)nn32)c1 (configuration not stated)
    -3 | 6
O=C(NCCN1CCn2cc(OCc3ccccc3)c(=O)cc2C1=O)c1ccc(=O)[nH]c1
    -8 | -9
COc1ccc(Oc2cc(C#N)c(C#N)cc2Oc2ccc(OC)cc2)cc1
    -2 | .
O=C(NCC1CCCO1)c1ccn2c(-c3cc(F)cc(F)c3)nnc2c1 (configuration not stated)
    4 | 1
Cc1cccc(OCCOCCn2ccnc2C)c1
    0 | -1
O=[N+]([O-])c1ccc(-c2nc(C=Nc3cccc(F)c3)c(O)o2)cc1
    2 | 4
O=C(c1cc2c(s1)CCCC2)N1CC2CC(NS(=O)(=O)c3cccs3)C1C2 (configuration not stated)
    -2 | 14
O=C1C(c2ccc(F)cc2)N(C2CCCCC2)C(=O)CN1C1CCCC1 (configuration not stated)
    -8 | 1
COc1ccc(-c2cc(C(=O)N3CCCC3c3ccc(F)cc3)no2)cc1 (configuration not stated)
    -1 | -6
COc1cccc(CN2CCN(C(=O)CC(C)C)CC2)c1OC
    2 | -6
O=[N+]([O-])c1cc(C(F)(F)F)ccc1N1CCN(S(=O)(=O)c2ccc(Cl)cc2)CC1
    -2 | 34
O=C(NCC1CCCCC1)C1CCN(c2nnc(-c3ccccc3)o2)CC1
    -2 | 9
Cc1cccn2c(=O)c(C=NCCO)c(NCc3ccccc3)nc12
    3 | 12
CC1C(=O)N(c2ccccc2Cl)CCN1C(=O)c1ccc(F)cc1 (configuration not stated)
    7 | -4
CC1(C)Cc2c(sc(NC(=O)c3ccccc3Cl)c2C(=O)O)CO1
    0 | -2
O=C(NNS(=O)(=O)c1cc(C(F)(F)F)cc(C(F)(F)F)c1)c1cnn(-c2ccccc2)c1C(F)(F)F
    -5 | .
Cc1ccc(-c2cc(C(=O)N3CCCCC3C(=O)NC3CC3)no2)cc1C (configuration not stated)
    -2 | 4
CCc1cccc(C)c1NC(=O)c1ccc(Cl)cc1Cl
    -7 | -8
O=C(C1CCN(S(=O)(=O)c2ccc3[nH]c4c(c3c2)CCCCC4)CC1)N1CCCC1
    -2 | 56*
N#Cc1c(-c2ccccc2Cl)cc(C2CC2)nc1N
    4 | 3
CC(Oc1ccccc1)C(=O)N1CCc2nc3cc(-c4ccccc4)[nH]n3c(=O)c2C1 (configuration not stated)
    -1 | 13
Cc1c(CC(=O)O)sc2ccccc12
    -2 | .
CC1Cc2ccccc2N1C(=O)c1ccc(S(=O)(=O)N(C)C)o1 (configuration not stated)
    -7 | -11
CCSc1ccccc1C(=O)NCCS(=O)(=O)N1CCc2ccccc2C1
    -4 | 2
CC1CCN(Cc2c(O)ccc(C(=O)Cc3ccccc3)c2O)CC1
    -31 | 6
CC(C)(C)SCCNC(=O)c1ccc(Cl)cc1Cl
    0 | i
CC(=O)Nc1ccccc1NS(=O)(=O)c1ccccc1[N+](=O)[O-]
    -9 | -5
O=C(Nc1ccc(Cl)cn1)c1ccc(Cl)cc1
    7 | -20
CCC1CCCCN1C(=O)c1ccc(Cl)c(Cl)c1 (configuration not stated)
    2 | -7
Cc1ccc(CN2C(=O)NC3(CCN(C(=O)Cc4ccc(Cl)cc4)CC3)C2=O)cc1
    -15 | 1
Cc1cc(C(N)=O)c2cc(Cl)ccc2n1
    0 | 1
COc1cc(NC(=O)C2CC(c3cccc(OC)c3OC)=NO2)cc(OC)c1OC (configuration not stated)
    0 | 5
CN(Cc1cccc([N+](=O)[O-])c1)C1CCCCC1
    0 | 1
COc1ccc(CCNC(CC(=O)Nc2cccnc2)C(=O)O)cc1OC (configuration not stated)
    -5 | -6
CCCCN(CC)CCCNC(=O)c1cc2cc3ccc(OC)cc3nc2o1
    -1 | -4
CCN1C(=O)CCc2cc(C(=O)N3CCCCC3)ccc21
    -2 | 3
O=C(Nc1ccc(Br)cc1)c1ccc(C(=O)Nc2ccc(Br)cc2)nc1
    5 | 4
N#Cc1ccc(NC(=O)c2csc3c2CCCC3)cc1
    0 | -20
C#CCNC(=O)C1CC(=O)N(Cc2ccc(F)cc2)C1 (configuration not stated)
    -6 | -5
CNCC(=O)N1CCn2c(nnc2-c2ccc(OC)cc2)C1
    -2 | 1
Cn1cc2c3c(cccc31)CN(C(=O)Nc1ccc(Cl)cc1F)CC2
    -6 | 7
COc1ccccc1C1C(C(=O)Nc2ccccn2)=C(C)NC2=C1C(=O)CC(C)(C)C2 (configuration not stated)
    2 | 3
Cc1cccc(OCC(O)CN2CCCC2)c1 (configuration not stated)
    2 | -2
COc1cccc(CN2CCc3c(cc(C(=O)NCCN4CCOCC4)n3C)C2)c1
    -6 | 14
COc1ccc(C)cc1NC(=O)CN1C(=O)NC2(CCCCC2)C1=O
    -4 | 3
CC(=NO)c1ccc2c(c1)CCO2
    2 | .
COc1ccc(C(=O)c2oc3ccccc3c2NC(=O)c2cccc(OC)c2)cc1
    -19 | -14
Cc1ccc(NC(=O)C2CCN(c3ccncc3)CC2)cc1C
    -2 | 3

(more compounds)
Each structure is followed by: Pf apPOL inh | mHTT-CaM PPI inh
Nc1c(-c2ccccn2)nsc1C(=O)NCc1ccc(C(F)(F)F)cc1
    0 | 6
O=C1OC(c2cc([N+](=O)[O-])ccc2Cl)=N/C1=C\c1ccc(Br)cc1
    -32 | 0
CCCN1C/C(=C\c2ccc3c(c2)OCO3)C(=O)/C(=C/c2ccc3c(c2)OCO3)C1
    1 | 63*
CC(C)Cc1nnc(NC(=O)CSc2nc(N)cc(N)n2)s1
    9 | -2
Cc1cccc(N2CCN(CN3C(=O)C(=O)c4cc([N+](=O)[O-])ccc43)CC2)c1
    0 | 12
CCOC=NC1=C(C#N)C(c2ccccc2)C2=C(CC(C)(C)CC2=O)O1 (configuration not stated)
    -4 | 2
CC1=C(C(=O)Nc2ccccn2)C(c2ccc([N+](=O)[O-])cc2)C2=C(CCCC2=O)N1 (configuration not stated)
    3 | 7
O=[N+]([O-])c1ccccc1/C=C/CN1CCN(C/C=C/c2ccccc2)CC1
    -1 | 75*
COc1ccc(C2=NN3C(C2)c2cc(OC)ccc2OC3(C)C)cc1 (configuration not stated)
    -12 | 64*
CC(=O)C1=C(O)C(=O)N(c2ccc(F)cc2)C1c1ccc([N+](=O)[O-])cc1 (configuration not stated)
    -4 | 3
NC(=O)CSc1oc(-c2ccco2)nc1S(=O)(=O)c1ccc(Cl)cc1
    -8 | 16
O=c1[nH]nc(-c2ccc(N3CCCCC3)c([N+](=O)[O-])c2)c2ccccc12
    -6&4 | .
O=C1CSC2(C(=O)Nc3ccc(Br)cc32)N1c1cccc([N+](=O)[O-])c1 (configuration not stated)
    -12 | 17
O=[N+]([O-])c1ccc(/C=N/Nc2nc3ccccc3s2)s1
    . | i
COc1ccc2c(c1)OC(=Cc1ccc(OC(C)=O)c(OC)c1)C2=O
    -4 | 0
N#C/C(=C/c1ccccc1Cl)c1ccccc1
    . | -34
Cc1ccc(OCC(=O)Nc2c(C)cccc2C(C)C)c(Br)c1
    1 | -9
O=C(c1ccc(S(=O)(=O)N2CCOCC2)cc1)N1CCCC1
    -27 | -2
Cc1ccc(NC(=O)c2ccc(-c3cnc(N4CCCCC4)nc3)cc2)cc1
    6 | -8
CCOc1ccc(S(=O)(=O)N(CC)c2ccccc2)c2cccnc12
    -6 | 11
Cc1cc(Cl)ccc1OCC(=O)NCc1ccccn1
    -3 | 5
Cc1cc(C)c(NC(=O)c2cccs2)c(Cl)c1
    0 | -7
O=C1NC2(CCN(Cc3ccccc3)CC2)N=C1c1cccc(F)c1
    -5 | 16
O=C(Nc1ccc(N2CCCC2)cc1)c1cccnc1
    -9 | 16
C=CCNC(=O)c1ccc(CS(=O)(=O)Cc2ccc(Cl)cc2)o1
    -12 | 8
Cc1ccc(NC(=O)N2CCCC(CCC(=O)NCc3cccc(F)c3)C2)cc1 (configuration not stated)
    -6 | -3
O=S(=O)(c1ccccc1)N1CCC(c2noc(-c3ccc(F)cc3)n2)CC1
    -3 | 0
O=C(CSc1n[nH]c(=O)[nH]c1=O)c1ccccc1
    2 | -1
Cc1cccc(NC(=O)CN2C(=O)C(c3ccc(Cl)cc3)=NC2(C)C)c1C
    -5 | -6
CC1(C)Cc2cccc(OCc3ccc(C(=O)O)cc3)c2O1
    -2 | 0
C=CCOc1ccccc1/C=C1/N=C(c2ccccc2)OC1=O
    -9 | 5
O=C1CC2c3ccccc3C1C1C(=O)N(c3ncn[nH]3)C(=O)C21 (configuration not stated)
    -3 | -6
CC(C)c1cc(C2CCCN2Cc2ccc(O)cc2)no1 (configuration not stated)
    -3 | -2
CCC(=O)N1CCN(c2cc(Oc3ccc(Cl)cc3F)ncn2)CC1
    -14 | 1
Cc1c(C)c(C)c(CSc2nnc(CC#N)n2C)c(C)c1C
    -5 | .
Cc1cc(-c2nnc(NC(=O)CSCc3ccccc3)o2)nn1C(C)C
    2 | -2
O=C(CCc1nc(-c2ccccc2F)no1)NCc1ccc(F)cc1Cl
    -8 | -4
COc1ccc2nc(N3CCC(C(=O)NCCCN4CCCC(C)C4)CC3)sc2c1 (configuration not stated)
    -5 | 2
COc1ccc(C(=O)NC(=O)N=S(C)(=O)c2ccc(C(F)(F)F)cn2)cc1 (configuration not stated)
    -2 | .
Cn1cccc1/C=N/N1CCN(C2c3ccccc3-c3ccccc32)CC1
    . | i
Nc1c(C(=O)Nc2ccc(I)cc2)sc2nc(-c3cccs3)ccc12
    1 | 13
CCCC(C)NC(=O)Cc1ccc([N+](=O)[O-])cc1 (configuration not stated)
    0 | 6
COc1ccc(SCC(=O)Nc2cccc(OC)c2)cc1
    -3 | -10
O=C(/C=C/c1ccccc1)NC(NCC1CCCO1)C(Cl)(Cl)Cl (configuration not stated)
    1 | 8
Cc1oc(C2CCN(C(=O)NC(C)C)CC2)nc1C(=O)N(C)C
    2 | -6
O=C1CN(C(=O)c2ccc(N3CCOCC3)c([N+](=O)[O-])c2)c2ccccc2N1
    3 | 1
Cc1cccc(N=c2oc3ccc([N+](=O)[O-])cc3cc2C(=O)Nc2nccs2)c1
    -2 | 6
Cc1ccc([C@H]2C[C@H](n3cc(-c4ccc(F)cc4)nn3)[C@@H](O)CN2C(=O)c2cccs2)cc1
    -1 | 22
N#CCSc1nc(-c2ccccc2)c(-c2ccccc2)o1
    92*! | -26&-13
CN1C(=O)CCC2(CNC(=O)c3ccc(Br)o3)CCCC12 (configuration not stated)
    2 | -8
Cc1cccc(C(=O)N2CCCC(C(=O)Nc3ccc(CN4CCCCC4)cc3)C2)c1 (configuration not stated)
    21 | 31
CCCn1c(C2CCN(S(=O)(=O)CCC)C2)nc2cccnc21 (configuration not stated)
    -6 | -1
Cc1ccc(NCc2noc(-c3ccccc3Cl)n2)cc1
    -3 | 6
O=C1C=C(SCC(=O)c2ccccc2)SC(c2ccc(Cl)cc2)C1 (configuration not stated)
    -4&-4 | .
C=CCn1c2ccccc2c2nnc(SCC(=O)Nc3ccc(S(N)(=O)=O)cc3)nc21
    5 | 2
COc1cccc(OCC(=O)N2CC(=O)Nc3ccccc32)c1
    -8 | -9
COc1ccc(Br)cc1/C=C1/N=C(c2cncc(Br)c2)OC1=O
    -3 | -3
O=C1CC(c2ccc(F)cc2)c2c(n[nH]c2-c2ccccc2)N1 (configuration not stated)
    -2 | -8
Cc1ccccc1NC(=O)c1cc(S(=O)(=O)N2CCCCC2)cs1
    -4 | -2
COc1ccc(CSc2nnc(C)s2)cc1
    -3 | 4

Next section
Each structure is followed by: Pf apPOL inh | mHTT-CaM PPI inh
CN1C(=O)C(O)(CC(=O)c2ccc(F)cc2)c2ccccc21 (configuration not stated)
    -3 | -3
COc1ccc(NC(=O)N2CCn3cccc3C2Cc2ccccc2)cc1OC (configuration not stated)
    2 | 59*
CCOC(=O)N1CCN(CC(O)COc2c(OC)cccc2OC)CC1 (configuration not stated)
    -3 | -5
O=C(NC1CCCCC1)C1c2ccccc2C(=O)N1Cc1ccc(F)cc1 (configuration not stated)
    -6 | 6

Molecules listed so far containing an NH in an aromatic ring (7):
Each structure is followed by: Pf apPOL inh | mHTT-CaM PPI inh
O=C(NCCN1CCn2cc(OCc3ccccc3)c(=O)cc2C1=O)c1ccc(=O)[nH]c1
    -8 | -9
O=C(C1CCN(S(=O)(=O)c2ccc3[nH]c4c(c3c2)CCCCC4)CC1)N1CCCC1
    -2 | 56*
CC(Oc1ccccc1)C(=O)N1CCc2nc3cc(-c4ccccc4)[nH]n3c(=O)c2C1 (configuration not stated)
    -1 | 13
O=c1[nH]nc(-c2ccc(N3CCCCC3)c([N+](=O)[O-])c2)c2ccccc12
    -6&4 | .
O=C(CSc1n[nH]c(=O)[nH]c1=O)c1ccccc1
    2 | -1
O=C1CC2c3ccccc3C1C1C(=O)N(c3ncn[nH]3)C(=O)C21 (configuration not stated)
    -3 | -6
O=C1CC(c2ccc(F)cc2)c2c(n[nH]c2-c2ccccc2)N1 (configuration not stated)
    -2 | -8

The list is partial, so the mix of outcomes need not match the whole.
